HBB splice mod: modulators of hemoglobin beta chain splicing | 65,000 compounds, 0.06% hits | HBB splicing reporter cell assay, activation; EGFP reporter with mutant IVS2-654 intron; response scale: normalised to 500 nM splice-correcting PNA | Potency, µM (highest dose often 46.1 µM), for the others: at the highest dose activation, usual class: activators; note: potency is the fitted concentration of half-maximal effect; 0% is about no effect
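HeLa cells stably expressing EGFP interrupted by mutant beta-globin intron 2 (IVS2-654), 500/well in 2% FCS. Treated with compound for 2 days at 37C. Splicing correction scored as total well GFP intensity (488 nm excitation, 500-520 nm emission); 500 nM antisense PNA served as control.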
Hsp90 Hop PPI: changes Hsp90-Hop TPR2A binding signal, up or down; AlphaScreen TPR2A-His6 binding biotin-Hsp90 C-terminal peptide; Potency, µM (series often up to 57 µM), inactives show at the highest dose activity change, negative = inhibition; 71,000 compounds, 0.44% hits; AID 595; active = well fitted curve in either direction with a large enough effect; inconclusive = small, poorly fitted or top-dose-only effect, or another doubt; note: potency is the fitted concentration of half-maximal effect; % is set by controls: 0 for no effect and ±100 for the full control effect; many of its hits are not listed in these tables
A350 fluor: compound fluoresces in the Alexa 350 spectral region | Compound autofluorescence, 340/450 nm, Alexa 350 dye-equivalents; active compounds read high | max dye-equivalent concentration, M | 59,000 compounds, 11% hits; in the data active = max dye-equivalent concentration above about 10 nM; inconclusive = mostly about 1.1 nM to 9.6 nM
Ub-GFP proteasome: ubiquitin-GFP accumulation via proteasome inhibition | Ubiquitin-GFP reporter cells, proteasome inhibition, GFP fluorescence; response scale: untreated = 0%, 10 µM MG-132 = 100% | Potency, µM (doses to about 45.9 µM), without a hit: at the highest dose activation (GFP accumulation), actives largely listed as activators | 67,000 tested, under 10 active | AID 526; active = well fitted activation curve with a large enough effect, not every such curve was filed as active; inconclusive = small, poorly fitted or top-dose-only effect, or another doubt; inactive = no such curve, though single readings can be large or run the other way; note: potency is the fitted concentration of half-maximal effect
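Proteasome block read as GFP accumulation: ubiquitin(G76V)-GFP U2OS cells exposed to compound (2.9 nM–46 uM) for 4 hr at 37 C. Normalization used untreated cells as 0% and 10 uM MG-132 as 100%; concentration-response curves fitted.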
GFP derepression: derepresses silenced GFP locus in mouse C127i cells; mouse C127i GFP locus derepression, cytometry, 30 h; Potency, µM (highest dose often 46.1 µM), inactives show top-dose GFP derepression (activation); 68,000 compounds, 0.09% hits; AID 597; note: % of control where 0% means no effect
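Derepression screen: silenced CMV-GFP reporter in murine C127i cells, 30 h compound incubation at 37 C, washed cells imaged by laser-scanning cytometer to enumerate GFP-expressing objects of 20 to 120 um.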
BRCT inh green: BRCA1 BRCT-phosphoprotein interaction inhibition; P38398; BRCA1 BRCT-phosphopeptide binding, green fluorescence polarization; Potency, µM (highest dose often 76.9 µM), inactives show at the top dose activity change, negative = inhibition, usual class: inhibitors; 75,000 compounds, 0.05% hits; AID 875;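 note: potency is the fitted concentration of half-maximal effect; plate controls were peptide without protein for full effect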
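Fluorescence polarization: His-tagged BRCT (~35 kDa BRCA1 C-terminus, 250 nM) bound to 100 nM fluorescein-labeled phosphorylated 10-aa BACH1 peptide, pH 7.3 phosphate buffer with DTT and Tween 20. Compounds incubated 12 min at room temperature; inhibition read as lowered polarization.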
4-MU autofl: 4-MU region autofluorescence; 59,000 compounds, 11% hits; compound autofluorescence, 340/450 nm, 4-MU equivalents; active compounds read high; AID 589; max dye-equivalent concentration, M; in the data active = max dye-equivalent concentration above about 10 nM; inconclusive = mostly about 1.1 nM to 9.6 nM
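Intrinsic fluorescence at 340/450 nm (ex/em) was read after 15 min at room temperature in pH 8.0, 100 mM Tris. Each compound concentration expressed as 4-MU-equivalent concentration from a six-point 4-MU standard series on each plate.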
DNA Pol III inh: inhibitors of bacterial DNA polymerase III holoenzyme; reconstituted DNA polymerase III holoenzyme replication, biochemical; Potency, µM (series often up to 57.1 µM), for inactives: at the highest dose activity change, negative = inhibition; 71,000 compounds, 0.25% hits; note: potency is the fitted concentration of half-maximal effect; % is set by controls: 0 for no effect and ±100 for the full control effect
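Reconstituted *E. coli* holoenzyme (0.35 nM Pol III, 1 nM beta, 154 nM SSB, 2 nM primase) was preincubated with compound for 15 min at RT. Synthesis on 1.4 nM ssM13Gori ran 35 min, then was stopped with PicoGreen/EDTA and read as dsDNA fluorescence.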
ALOX15 inhib: blocks human 15-lipoxygenase activity; purified 15hLO-1, xylenol orange hydroperoxide absorbance; Potency, µM (top dose mostly 57.1 µM), for the others: at the highest dose activity change, negative = inhibition, actives largely listed as inhibitors; AID 887; 74,000 compounds, 1.4% hits; P16050; note: potency is the fitted concentration of half-maximal effect; % is set by controls: 0 for no effect and ±100 for the full control effect; nearly all actives have a fitted effect of over 55% in size
Target sequence (P16050 whole entry, looked up): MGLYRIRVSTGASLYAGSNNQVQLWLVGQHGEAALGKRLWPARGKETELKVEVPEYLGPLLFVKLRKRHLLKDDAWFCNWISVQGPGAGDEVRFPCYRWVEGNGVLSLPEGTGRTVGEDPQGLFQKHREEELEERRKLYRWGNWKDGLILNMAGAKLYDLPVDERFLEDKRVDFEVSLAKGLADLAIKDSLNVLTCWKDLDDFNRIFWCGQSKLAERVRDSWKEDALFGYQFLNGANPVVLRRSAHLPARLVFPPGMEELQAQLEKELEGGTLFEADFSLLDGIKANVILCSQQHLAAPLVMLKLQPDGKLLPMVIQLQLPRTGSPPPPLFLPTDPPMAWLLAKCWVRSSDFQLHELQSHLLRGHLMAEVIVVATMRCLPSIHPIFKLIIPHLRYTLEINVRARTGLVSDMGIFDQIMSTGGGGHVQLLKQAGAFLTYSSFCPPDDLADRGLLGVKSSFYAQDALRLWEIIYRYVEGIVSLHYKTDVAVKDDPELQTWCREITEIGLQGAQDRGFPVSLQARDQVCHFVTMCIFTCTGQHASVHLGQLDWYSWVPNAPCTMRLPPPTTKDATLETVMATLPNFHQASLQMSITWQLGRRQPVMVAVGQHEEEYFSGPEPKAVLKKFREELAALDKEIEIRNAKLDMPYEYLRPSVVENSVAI
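Inhibition is scored from a chromogenic endpoint. After 15 min enzyme-compound contact, arachidonic acid (50 uM final) reacts 6 min with 40 nM 15hLO-1 at room temperature, then Fe-XO reagent is added for 30 min and absorbance ratio recorded.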
BRCT inh red: inhibitors of human BRCA1 BRCT-phosphoprotein interaction (red fluorophore) | P38398 | BRCT-phosphopeptide binding, red fluorescence polarization | Potency, µM (doses to about 76.9 µM), without a hit: at the top dose activity change, negative = inhibition, actives largely listed as inhibitors | 75,000 compounds, 0.03% hits; note: % is set by controls: 0 for no effect and ±100 for the full control effect
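Fluorescence polarization: 100 nM His-tagged BRCA1 BRCT with 100 nM TAMRA-labelled phospho-BACH1 decapeptide, phosphate buffer pH 7.3 with 150 mM NaCl, DTT, 0.01% Tween 20; 12 min RT. Binding inhibition seen as FP decrease.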
CRE-bla Fsk: modulators of forskolin-stimulated CRE signaling in CHO cells. CHO CRE-bla reporter (cAMP response element driving beta-lactamase), forskolin EC10, beta-lactamase ratio. Potency, µM (titrated, usually from 38.2 µM), for inactives: top-dose activity change, negative = inhibition, most hits filed as activators. 71,000 compounds, 2.5% hits. AID 662; active = well fitted activation curve with a large enough effect in the signal ratio, with a control signal flat, not every such curve was filed as active; inconclusive = small, poorly fitted or top-dose-only effect, or effect the other way, or a change in a side signal; the % refers to the signal ratio; note: potency is the fitted concentration of half-maximal effect; % of control where 0% means no effect
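Cells were plated overnight at 37 °C, exposed to compound titrations plus EC10 NKH 477 for 3 h, then given CCF4 dye for 2 h at room temperature. Blue/green (460/530 nm) ratio was converted to %Activity and AC50 values calculated.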
An asterisk follows results filed as active; i = inactive; u = inconclusive; x = no result given; [ ] = remark or other dose. Unless noted, calls come from the whole dose curve; as a rule, active = well fitted curve in the direction sought with a large enough effect; inconclusive = small, poorly fitted or top-dose-only effect, or another doubt; inactive = no such curve, though single readings can be large; an effect the other way counts as inactive or inconclusive.

SMILES	HBB splice mod	Hsp90 Hop PPI	A350 fluor	Ub-GFP proteasome	GFP derepression	BRCT inh green	4-MU autofl	DNA Pol III inh	ALOX15 inhib	BRCT inh red	CRE-bla Fsk
Cc1c(NC(=O)c2ccco2)cccc1-c1nc2cccnc2s1	-1.6%	-3%	x	13%	x	0.5%	x	-14%	u	-1.0%	-11%
COc1cc(C(=O)N2CCN(C(=O)c3ccco3)CC2)cc(OC)c1OC	-0.2%[9.22 µM]	0%	x	-12%	0%	-0.9%	x	-2%	2%	2.4%	9%
CCOC(=O)CC1C(=O)NCCN1C(=O)COc1ccc(Br)cc1C (configuration not stated)	-2.8%	-2%	i	0%	-2%	-0.3%	i	-3%	-4%	0.5%	2%
Cc1ccc(S(=O)(=O)N(CC(=O)NCc2ccco2)Cc2ccc(F)cc2)cc1	-0.2%[9.22 µM]	-2%	x	2%	-2%	0.2%	x	3%	-14%	-0.4%	u
c1ccc(N2CCN(c3ncnc4scc(-c5cccs5)c34)CC2)cc1	-1.3%	-11%	i	5%	3%	0.1%	i	-27%	-2%	0.8%	-4%
Cc1nnc(NC(=O)CSc2nnc(-c3ccoc3C)n2CC(C)C)s1	0.2%[57.5 µM]	-2%	i	4%	-2%	-1.3%	i	-4%	7%	-1.5%	-2%
CC1CCC(NC(=O)C2c3ccccc3C(=O)N2CCCN2CCOCC2)CC1 (configuration not stated)	-0.4%	-1%	i	-5%	3%	-0.3%	i	-3%	-8%	-0.7%	-5%
CN(Cc1ccco1)c1cc(-c2cccc(C#N)c2)ncn1	2.4%	0%	i	4%	3%[9.22 µM]	6.6%	i	-2%	-14%	-1.1%	u
CC(=O)NCc1nc2ccccc2n1Cc1ccccc1F	u	0%	i	-10%	0%	-0.2%	i	-3%	7%	0.8%	4%
O=C(CSc1nc2ccccc2[nH]1)c1ccc2c(c1)OCO2	-1.0%[57.5 µM]	9%	i	4%	0%	-4.8%	i	4%	u	0.1%	10%
CC(C)Cc1cc(C(=O)NCCN2CCOCC2)no1	0.5%	-3%[2.3 µM]	x	-6%	x	-2.4%	x	-9%	3%	-1.5%	0%
CCNC(=O)c1c(C)[nH]c(C(=O)OCC)c1C	-0.8%	0%	i	5%	6%	0.4%	i	2%	-1%	-1.6%	1%
COc1ccccc1C(CCN(Cc1cccs1)C(C)=O)c1ccco1 (configuration not stated)	0.4%[57.5 µM]	-7%	i	-1%	6%	0.7%	i	-3%	-13%	0.5%	0%
COc1ccc(CC(=O)OCC(=O)Nc2ncc(Cl)cc2Cl)cc1	0.4%	-2%	i	-3%	1%	-2.2%	i	-6%	6%	-1.1%	-20%
N#Cc1cn(CC(=O)NCC2CCCO2)c2ccccc12 (configuration not stated)	-1.1%[0.0738 µM]	-5%[11 µM]	x	5%[9.17 µM]	-2%	-0.7%	x	-7%[11.4 µM]	5%[11.4 µM]	-0.8%	u
N#CC(C(=O)NCc1ccco1)c1nc2ccccc2nc1N1CCOCC1 (configuration not stated)	-0.5%	-10%	u	22%	2%	-0.3%	i	-9%	-11%	-0.4%	u
CCOC(=O)CN1C(=O)NC2NC(=O)NC21 (configuration not stated)	x	6%	i	1%	-1%	-0.7%	i	-3%	1%	2.2%	2%
Cc1noc(C)c1C(=O)NCCCN1CCCC1=O	3.0%	-3%	u	-3%	3%	-1.3%	i	0%	-3%	-0.6%	-6%
O=C(CN1C(=O)CSc2ccccc21)N1CCc2ccccc21	-0.6%	1%	i	1%	0%	-1.7%	i	-4%	4%	0.9%	u
O=C(O)c1ccccc1N[C@H](c1ccccc1)c1ccc2cccnc2c1O	1.7%[9.22 µM]	-15%[11 µM]	i	5%[9.17 µM]	0%[9.22 µM]	0.5%[15.4 µM]	i	-10%[11.4 µM]	-15%[11.4 µM]	0.3%[15.4 µM]	23%[7.6 µM]
CC(=O)Nc1ccc(S(=O)(=O)N(C)CC(=O)Nc2ccccc2N2CCOCC2)cc1	-6.3%	1%	i	-1%	-1%	-0.8%	i	0%	-3%	-1.6%	-8%
CC(Sc1nc(NCc2ccccc2)nc(N2CCOCC2)n1)C(=O)Nc1ccccc1 (configuration not stated)	0.9%	-5%	i	8%	1%	-0.5%	i	-2%	-6%	0.4%	23%
CC(c1nnnn1C1CCCCC1)N(Cc1ccccc1)Cc1cccnc1 (configuration not stated)	-0.3%[57.5 µM]	4%	i	7%	-2%	-0.7%	i	-4%	14%	-1.2%	0%
O=c1c2cnn(-c3ccccc3)c2nnn1Cc1ccccn1	x	-2%	i	-2%	3%	-1.9%	i	4%	-3%	-0.5%	5%
Cc1ccc(CNC(=O)CS(=O)Cc2nc(-c3cccs3)oc2C)cc1 (configuration not stated)	-0.5%	-1%	x	2%	-3%	3.1%	x	4%	-15%	-0.6%	-23%
CCCCn1c(SCC(=O)Nc2nnc(C)s2)nnc1-c1ccoc1C	-1.5%	-2%	i	-1%	2%	-1.1%	i	0%	9%	1.3%	u
CCCCNC(=O)CCn1nc(-c2ccccc2)ccc1=O	-2.2%	5%	i	30%	1%	-0.4%	i	-4%	4%	0.0%	-5%
CCCCCCn1c(SCC(=O)Nc2cc(C)on2)nc2ccccc2c1=O	-1.3%	0%	i	3%	-2%	-2.0%	i	-1%	0%	-0.6%	8%
O=C(Cn1cc2c(n1)CCCCC2)NCCN1CCOCC1	-0.4%	-1%	x	1%	2%	-4.5%	x	-1%	-15%	0.1%	-2%
CCOC(=O)N1CCC(NC(=O)Cn2cc3c(n2)CCCCC3)CC1	-0.4%	-2%	x	-4%	1%	-1.4%	x	-7%	6%	0.9%	-1%
Clc1ccc(C2Nc3ccccc3-n3cccc32)cc1 (configuration not stated)	0.9%	u	x	0%	-3%	1.8%	x	-7%	-14%	-0.7%	u
CC(=O)N1CCc2cc(Br)cc(S(=O)(=O)NCCN3CCCCC3C)c21 (configuration not stated)	0.4%	-5%	i	5%	2%	0.1%	i	-1%	0%	0.3%	-4%
CC1CN(S(=O)(=O)c2cccc(C(=O)OCC(=O)Nc3ccc4c(c3)OCO4)c2)CC(C)O1 (configuration not stated)	0.0%[57.5 µM]	-7%	u	2%	7%	-1.0%	u	2%	-6%	-0.6%	-5%
COc1ccc(CCNC(=O)CC2Nc3cc(C)c(C)cc3NC2=O)cc1OC (configuration not stated)	-0.1%[57.5 µM]	0%	5.1e-08M*	-4%	4%	-1.6%	5.2e-08M*	-6%	u	-0.1%	1%
CN(C)CCCN1C(=O)C(O)=C(C(=O)c2cccs2)C1c1ccccn1 (configuration not stated)	-2.6%[0.369 µM]	-2%	i	x	0%	1.4%	i	-9%	7%	0.4%	-3%
CC(=O)c1ccc(C(C)(C)c2ccc(C(C)=O)s2)s1	2.1%	2%	i	7%	-2%	0.2%	i	2%	5%	1.4%	17%
CC(C)Cc1nnc(NC(=O)CCC(=O)N2CCOCC2)s1	-1.1%	1%	i	-4%	6%	-3.6%	i	-3%	0%	0.7%	1%
O=C(/C=N/O)Nc1ccc(F)cc1	1.7%[57.5 µM]	0%	u	-2%	2%	-1.6%	i	-4%	-7%	0.1%	-8%
COc1cccc(C2CC(=O)Nc3cc(OC)c(OC)c(OC)c32)c1OC (configuration not stated)	-1.7%	-2%	i	5%	2%	-1.6%	i	-1%	0%	-3.4%	11%
CC(=O)Nc1ccccc1C=C1c2ccccc2-c2ccccc21	-2.2%[9.22 µM]	-5%[11 µM]	i	-7%[9.17 µM]	2%[9.22 µM]	-0.6%[15.4 µM]	i	-12%[11.4 µM]	7%[11.4 µM]	0.0%[15.4 µM]	0%[7.6 µM]
Cc1nc2cc(O)ccc2n1C	0.7%[57.5 µM]	-5%	i	-2%	2%	-2.2%	i	-3%	0%	0.1%	12%
O=C(O)CN1C(=O)CNC1=O	-0.4%[57.5 µM]	-2%	i	-7%	0%	-0.4%	i	-1%	9%	-1.1%	-10%
COc1cc(C)nc(NS(=O)(=O)c2ccc(C)cc2)n1	1.4%	-3%	i	1%	-1%	-2.5%	i	3%	-28%	0.1%	1%

High-throughput results as filed in PubChem BioAssay.
